VEEV TC-83 Vero: inhibitors of VEEV TC-83 cytopathic effect, confirmation, Vero cells (AID 588727). Vero cells, VEEV TC-83 cytopathic effect inhibition; higher % means a stronger effect. 350,000 tested, 0.13% active. inhibition, % at 20 µM; hits with a dose series show IC50 in µM; in the data active = a potency from the dose series; inconclusive = inhibition mostly from about 14% at the one dose, without a potency; inactive = the rest, 99 in 100 with inhibition below about 12%; also: strong numbers were not always called active
Salmonella PhoP GFP: PhoP regulon inhibitors, Salmonella typhi PhoP promoter GFP reporter, confirmatory (AID 1850) | Salmonella Typhi PhoP-promoter GFP reporter, fluorescence, 4 h; higher % means a stronger effect | one-dose inhibition, % at 50 µM; IC50 in µM for titrated hits | 310,000 tested, 0.33% active; in the data active = a potency from the dose series; inconclusive = inhibition mostly from about 25% at the one dose, without a potency; inactive = the rest, 99 in 100 with inhibition below about 19%;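 also: 0% = induced wells with vehicle and 100% = uninduced wells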
influenza NS1A: H1N1 influenza NS1A inhibitors, functional cell based assay (AID 504329); NS1A functional cell-based assay, percent inhibition; higher % means a stronger effect; inhibition, % at 12.5 µM; hits with a dose series show IC50 in µM; 340,000 tested, 0.3% active; in the data active = a potency from the dose series; inconclusive = inhibition above about 27% without an active follow-up result; also: strong numbers were not always called active
tuberculosis growth: growth inhibition of non-replicating M. tuberculosis (AID 488890) | Mycobacterium tuberculosis non-replicating, growth inhibition; higher % means a stronger effect | 320,000 tested, 0.39% active | one-dose inhibition, % at 25 µM; IC50 in µM for titrated hits; in the data active = a potency from the dose series; inconclusive = inhibition mostly from about 82% at the one dose, without a potency; inactive = the rest, 99 in 100 with inhibition below about 76%;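 also: plate controls were DMSO cells for no effect and high antibiotic wells for full effect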
M. tuberculosis HTS: M. tuberculosis growth inhibition, HTS (AID 449762); M. tuberculosis H37Rv growth inhibition, 7H9 media; higher % means a stronger effect; one-dose inhibition, % at 25 µM; IC50 in µM for titrated hits; 330,000 tested, 0.59% active; in the data active = a potency from the dose series; inconclusive = inhibition above about 70% without an active follow-up result;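 also: bacterial growth assessed after seven days of incubation; strong numbers were not always called active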
VEEV TC-83 Vero 10K pilot screen: recorded beside VEEV TC-83 Vero, whose call it bears; inhibition, %; measured here: 10K pilot screen inhibition
* hit, by the source's call; i = inactive; u = inconclusive; x = no result given.

SMILES | VEEV TC-83 Vero | Salmonella PhoP GFP | influenza NS1A | tuberculosis growth | M. tuberculosis HTS | others
Cc1[nH]n(-c2ccccc2)c(=O)c1N=O | 0.6% | 0% | -5% | -5% | -1%
C=CCN1C(=O)N/C(=C/c2ccc(C)o2)C1=O | 1.6% | -5% | 2% | -2% | -8%
Cn1ccc(C(=O)Nc2ccc3c(c2)OCCO3)n1 | i | -10% | -2% | -11% | -9%
COc1ccc(NC(=O)CCSc2nnnn2C)cc1 | 0.3% | 7% | 8% | -1% | -2%
COc1ccc(CN2CCN(c3ncnc4scc(-c5ccc(F)cc5)c34)CC2)cc1 | 3.4% | 1% | -10% | 13% | u
Cc1ccc(SC[C@H](C)CN2CC[C@H](NC(=O)OCc3ccccc3)CCC2=O)cc1 | 0.3% | -4% | 2% | 20% | -6%
O=C(Nc1ccncc1)c1ccc(Cl)cc1 | 1.5% | -3% | -3% | 5% | -1%
Cc1cccn2c(CNCC(C)Oc3cccnc3)c(C(=O)N3CCOCC3)nc12 (configuration not stated) | 0.8% | -10% | -28% | 0% | 2%
O=c1[nH]nc(SCCS(=O)(=O)c2ccc(F)cc2)n1-c1ccccc1C(F)(F)F | i | 8% | -2% | 70% | -8%
Cn1nnnc1SCc1ccc(C(=O)Nc2ccccc2F)cc1 | 1.6% | 4% | 0% | 1% | 10%
COC(=O)Cn1cc(C(=O)c2cccs2)c2ccccc21 | 0.7% | -3% | 8% | 50% | 26%
CC(=O)N1CCN(c2ccc(Oc3ccc([N+](=O)[O-])c(C(F)(F)F)c3)cc2)CC1 | i | 0% | 12% | 79% | 7.5µM*
CCOc1ccc(NC(=O)CCNS(=O)(=O)c2ccc(Br)s2)cc1 | i | -6% | 6% | 3% | u
Cn1c(=O)[nH]c(=O)c2c1nc(SCCN1CCCCC1)n2Cc1ccccc1 | 0.8% | 5% | -1% | -1% | -6%
COc1cccc(OC)c1C(=O)N1CCN(Cc2ccccc2C(F)(F)F)CC1 | 5.2% | 3% | -4% | 2% | -2%
O=C(O)c1cnc(-c2ccccc2)nc1-c1ccccc1 | 0.5% | -1% | -9% | 0% | 3%
Cc1cc(C)n(-c2nc(NCC3CCCO3)c3c4c(sc3n2)COC(C)(C)C4)n1 (configuration not stated) | x | 6% | x | 72% | 6%
CC(NS(=O)(=O)c1ccc(OCC(=O)N2CCOCC2)c(Cl)c1)c1ccccc1 (configuration not stated) | 2.1% | 12% | -6% | 2% | -6%
O=C(NC1CCCCCCC1)c1ccccc1-c1ccccc1 | i | -10% | 22% | 54% | u
C[C@H](CO)N1C[C@H](C)[C@@H](CN(C)S(=O)(=O)c2ccccc2)Oc2ccc(NC(=O)Nc3ccc4c(c3)OCO4)cc2C1=O | 1.7% | x | 13% | 50% | u
O=C(NC1CCCCC1)C1CCCN1C(=O)NCc1ccccc1 (configuration not stated) | 0.1% | -3% | 4% | 22% | -5%
CC(=O)OC[C@H]1O[C@@H](n2ncc(=O)[nH]c2=O)[C@H](OC(C)=O)[C@@H]1OC(C)=O | x | -4% | x | 8% | -2%
O=C1c2ccccc2C(O)N1c1ccccc1 (configuration not stated) | 0.3% | 2% | 7% | 4% | -1%
NC(=O)C1CCN(c2ccc([N+](=O)[O-])cc2Cl)CC1 | 1.2% | 8% | 0% | -22% | 0%
NC(=O)NC(=O)COC(=O)CCSc1ccccc1 | 4.4% | 3% | -21% | 14% | 1%
SMILES | VEEV TC-83 Vero | Salmonella PhoP GFP | influenza NS1A | tuberculosis growth | M. tuberculosis HTS | others
CCN1CCN(C(=O)/C=C/c2ccc(F)cc2)CC1 | 1.8% | 4% | x | -11% | -3%
O=C(N/N=C/c1ccc([N+](=O)[O-])o1)C(=O)Nc1ccc(C(=O)O)cc1 | i | -14% | -2% | 74% | u
Cc1ccnc(NCn2nnc3ccccc32)c1 | i | 7% | 8% | 3% | -2%
O=C(Cc1ccc(S(=O)(=O)N2CCOCC2)s1)OCc1ccc(Cl)cc1 | 2.5% | x | -5% | -6% | -12%
CC(C(=O)Nc1ccccc1C(F)(F)F)N1CCN(C)CC1 (configuration not stated) | i | -1% | -4% | -11% | 1%
c1ccc(CCN2CCCCC2)nc1 | 2.8% | x | -1% | x | x
COc1ccccc1NC(=O)c1ccc(CSc2ccccc2)o1 | 1.7% | -8% | 6% | x | -8%
CC(=C/c1ccco1)/C=N/NC(=O)CSc1nnc(SCc2ccc(C)cc2)s1 | 1.9% | -5% | -11% | u | 13%
O=C(NCCCO)C12CC3CC(CC(C3)C1)C2 | i | -2% | -4% | -3% | 3%
COc1ccc(Br)c(C(=O)NNC(=O)c2ccc(NS(=O)(=O)c3cccs3)cc2)c1 | 3.2% | 3% | -9% | 26% | 19%
CCNC(=O)COC(=O)CCC(=O)c1cccs1 | i | -5% | -6% | 2% | 1%
COC(=O)c1ccc(-c2noc(CN3CCCC(CNC(C)=O)C3)n2)cc1 (configuration not stated) | 0.9% | -3% | -5% | -1% | -1%
CS(=O)(=O)c1nc(S(=O)(=O)c2ccc(Cl)cc2)c(N2CCOCC2)s1 | 2.4% | 3% | -3% | -9% | -6%
CC(C)n1c(=O)n(CC(=O)NCC2CCCO2)c(=O)c2c3c(sc21)COC(C)(C)C3 (configuration not stated) | 1.8% | -4% | 2% | -3% | -6%
CCOc1c(C)cnc2c1c(=O)n(Cc1cccc(Cl)c1)c(=O)n2C | 1.8% | -20% | 8% | 10% | 3%
Cc1ccc(CS(=O)Cc2ccc(C(=O)N3CCN(c4ccc(F)cc4)CC3)o2)cc1 (configuration not stated) | 1.3% | 1% | 2% | 7% | 0%
CN1/C(=C\C(=O)CSc2nnc(N)s2)C(C)(C)c2ccccc21 | i | -5% | -10% | 0% | 4% | VEEV TC-83 Vero 10K pilot screen=0.0
CCOc1ccc(C(=O)C(C)OC(=O)C2CCN(c3ccc(C(F)(F)F)cn3)CC2)cc1 (configuration not stated) | 2.8% | 4% | -6% | -3% | 43%
O=C(O)CCCCCNc1ncnc2ccc(Br)cc12 | 1.5% | 1% | -14% | -12% | 2%
CCN(CC(=O)Nc1ccccc1OC)C(=O)Cn1cnc2ccccc2c1=O | 0.8% | 5% | -10% | -11% | -6%
COc1ccc(CCNC(=O)CSc2nc3[nH]ncc3c(=O)n2-c2ccccc2Br)cc1OC | 1.5% | 13% | -4% | 27% | 4%
NC(=O)C1(N2CCCCC2)CCN(c2nc(-c3ccc(Br)cc3)cs2)CC1 | 2.4% | -6% | 10% | 14% | 2%
CC(C)N=C(NS(=O)(=O)c1ccc(Br)cc1)c1ccc(Cl)cc1 | 0.4% | -5% | 3% | -3% | -4%
CCCCNC(=O)COC(=O)c1ccc(N(C)C)cc1 | 0.5% | 11% | -4% | 19% | 0%
COc1ccc2cc(C(=O)COC(=O)COc3ccc4c(C)cc(=O)oc4c3)ccc2c1 | 0.3% | -3% | 15% | 5% | 9%
SMILES | VEEV TC-83 Vero | Salmonella PhoP GFP | influenza NS1A | tuberculosis growth | M. tuberculosis HTS | others
N#Cc1cc2c(nc1SCC(=O)Nc1nccs1)CCCCC2 | 2.1% | 2% | 4% | 61% | 41%
O=C(CSc1ccc2nnc(-c3cccnc3)n2n1)Nc1cccc(F)c1 | 4.3% | 5% | -11% | -7% | -1%
O=C(Nc1cccnc1)c1cccc(S(=O)(=O)N2CCCC2)c1 | i | -4% | 7% | 9% | -9%
COc1ccc(-c2c(-c3ccc4c(c3)OCO4)noc2C)cn1 | 1.3% | -2% | -1% | 5% | -2%
CS(=O)(=O)N1CCC(C(=O)Nc2ccccc2Sc2ccccc2)CC1 | 2.1% | -6% | 12% | -10% | -5%
O=C(Cn1c(=O)n(CCC(=O)N2CCc3ccccc3C2)c(=O)c2ccccc21)NCC1CCCO1 (configuration not stated) | 0.7% | x | -2% | x | x
O=C(c1ccc2nccnc2c1)N1CCN(c2cccc(C(F)(F)F)c2)CC1 | 0.5% | x | -2% | 18% | 11%
CC1=C([N+](=O)[O-])C(c2ccc3c(c2)OCO3)N(C)C(=O)N1C (configuration not stated) | 0.7% | 10% | -2% | 11% | 63%
CC1CN(CCn2cnc3c(N)ncnc32)CC(C)O1 (configuration not stated) | 0.3% | 14% | 12% | -10% | -6%
CCc1ccc(OCC(=O)Nc2ccc(CN3CCCCC3)cc2)cc1 | i | -1% | -8% | 55% | 0% | VEEV TC-83 Vero 10K pilot screen=0.4
COc1ccc(-c2ccc(-c3noc(-c4ccccc4)n3)c(OC)n2)cc1 | 1.2% | -4% | 0% | 2% | 59%
C/C(=N\NC(=O)c1ccc(NS(=O)(=O)c2cccs2)cc1)c1ccc(C(C)(C)C)cc1 | 2.5% | -8% | -4% | 32% | 8%
COCc1cc(=O)[nH]c(Cc2c(Cl)cccc2Cl)n1 | 1.4% | -5% | -11% | -12% | 4%
O=C(NC(Cc1c[nH]c2ccccc12)C(=O)O)/C(=C\c1ccccc1)NC(=O)c1ccccc1 (configuration not stated) | 0.2% | -1% | 8% | -16% | -10%
CC(NC(=O)C(C)N1c2cccc3cccc(c23)S1(=O)=O)c1ccccc1 (configuration not stated) | 6.4% | -19% | -2% | 0% | 11%
COc1ccccc1-n1c(SCC(=O)Nc2cc(C)on2)nc2c([nH]c3ccccc32)c1=O | 8.5% | -13% | -11% | 34% | -6%
C[C@H](NC(=O)c1nc[nH]c1C(=O)N[C@@H](Cc1ccccc1)C(=O)OC(C)(C)C)C(=O)OCc1ccccc1 | 0.2% | -15% | -15% | 61% | -3%
CN(CC(=O)Nc1cccc(F)c1)C(=O)c1ccc2c(c1)S(=O)(=O)N=C1CCCCCN12 | 1.9% | 4% | -7% | -1% | -6%
O=C(CNC(=O)c1cccs1)N=Nc1c(O)[nH]c2ccc([N+](=O)[O-])cc12 | 3.3% | 5% | 14% | -1% | -7%
CCOC(=O)[C@H]1[C@H]2COc3ccc(Br)cc3[C@H]2N2C(=O)CN(CCc3c[nH]c4ccccc34)C(=O)[C@@]12C | 5.3% | x | -3% | x | x
Nc1nc2ccc(C(=O)N3CCCCC3)cc2s1 | 2.8% | -2% | -13% | -10% | -5%
Cc1ncc(CN2CCCC(C(=O)Nc3ccc(-c4cccc(F)c4)cc3)C2)n1C (configuration not stated) | u | 10% | 0% | 21% | 5%
COc1ccccc1N(C)S(=O)(=O)c1ccc(C(=O)NCC(C)C)cc1 | 2.0% | -17% | 8% | 16% | -7%
COCCC(=O)N1CCC(Oc2ccc(C(=O)NCCCC3CCCC3)cc2)CC1 | 5.2% | -8% | -1% | 28% | 10%
COc1ccc(OCc2nnc3n2N=C(c2ccc(Br)cc2)CS3)cc1 | 1.3% | -14% | 6% | 1% | -5%

The final 7 entries of the part above open the next one.
SMILES | VEEV TC-83 Vero | Salmonella PhoP GFP | influenza NS1A | tuberculosis growth | M. tuberculosis HTS | others
O=C(CNC(=O)c1cccs1)N=Nc1c(O)[nH]c2ccc([N+](=O)[O-])cc12 | 3.3% | 5% | 14% | -1% | -7%
CCOC(=O)[C@H]1[C@H]2COc3ccc(Br)cc3[C@H]2N2C(=O)CN(CCc3c[nH]c4ccccc34)C(=O)[C@@]12C | 5.3% | x | -3% | x | x
Nc1nc2ccc(C(=O)N3CCCCC3)cc2s1 | 2.8% | -2% | -13% | -10% | -5%
Cc1ncc(CN2CCCC(C(=O)Nc3ccc(-c4cccc(F)c4)cc3)C2)n1C (configuration not stated) | u | 10% | 0% | 21% | 5%
COc1ccccc1N(C)S(=O)(=O)c1ccc(C(=O)NCC(C)C)cc1 | 2.0% | -17% | 8% | 16% | -7%
COCCC(=O)N1CCC(Oc2ccc(C(=O)NCCCC3CCCC3)cc2)CC1 | 5.2% | -8% | -1% | 28% | 10%
COc1ccc(OCc2nnc3n2N=C(c2ccc(Br)cc2)CS3)cc1 | 1.3% | -14% | 6% | 1% | -5%
CCNC(=S)N/N=C(\C)c1cccc(C(F)(F)F)c1 | 0.8% | 9% | -7% | u | 3%
O=C(CN1CCCC1)Nc1cccc(Cl)c1Cl | i | 2% | 5% | 21% | 2%
CC(C)(C)OC(=O)N[C@@H](C(=O)OC(C)(C)C)c1ccc2ccccc2c1 | 0.8% | x | -12% | -3% | 5%
COCC(=O)N(Cc1ccco1)c1nnc(C2CCOC2)s1 (configuration not stated) | 1.1% | -3% | 13% | -2% | -1%
COc1ccccc1OCc1nnc(SCC(=O)N2CCCCC2)n1-c1ccccc1 | 0.5% | 5% | -4% | -6% | -6% | VEEV TC-83 Vero 10K pilot screen=0.3
O=C1OC(c2ccc3ccccc3c2O)(c2ccc3ccccc3c2O)c2ccccc21 | 4.4% | x | 16% | x | x
COc1cc(-c2nnc(COC(=O)CSc3cc(C)c4ccccc4n3)o2)cc(OC)c1OC | 7.8% | -11% | -8% | 13% | 0%

High-throughput results deposited in PubChem BioAssay by Southern Research Specialized Biocontainment Screening Center.
